West Nile antiviral: West Nile virus antiviral activity, cell-based, CPE readout (AID 1621). CPE inhibition, % at 10 µM, or IC50 in µM where a hit was titrated. West Nile virus-infected cells, CPE inhibition; higher % means a stronger effect. hit rate 0.02% among 290,000; in the data active = a potency from the dose series; inconclusive = CPE inhibition mostly from about 3.7% at the one dose, without a potency; inactive = the rest, 99 in 100 with CPE inhibition below about 2.2%; also: strong numbers were not always called active
NTR1 agonist: agonists of NTR1, primary screen, imaging, U2OS cells, beta-arrestin-GFP, high content (AID 493036). P30989. NTR1-U2OS beta-arrestin-GFP spot imaging, agonist mode. activation, % at 20 µM. hit rate 0.17% among 330,000;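 active = activation at or above 40% of the spot to cytoplasm intensity ratio, with at least 20 cells analyzed; inconclusive = wells under 20 cells, flagged as cytotoxic or low count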;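 also: 0% = DMSO without peptide and 100% = 100 nM NTR1 peptide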
Target sequence (P30989 whole entry, looked up): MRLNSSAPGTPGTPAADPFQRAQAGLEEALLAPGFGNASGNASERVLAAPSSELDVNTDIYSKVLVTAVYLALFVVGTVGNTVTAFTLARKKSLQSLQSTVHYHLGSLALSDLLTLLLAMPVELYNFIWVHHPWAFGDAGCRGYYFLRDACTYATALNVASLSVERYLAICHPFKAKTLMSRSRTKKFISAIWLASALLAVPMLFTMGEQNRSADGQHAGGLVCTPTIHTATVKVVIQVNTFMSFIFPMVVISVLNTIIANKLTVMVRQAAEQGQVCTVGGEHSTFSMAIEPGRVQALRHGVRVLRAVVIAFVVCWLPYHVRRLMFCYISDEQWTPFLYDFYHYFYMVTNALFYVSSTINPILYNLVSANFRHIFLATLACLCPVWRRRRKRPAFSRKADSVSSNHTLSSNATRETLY
GPR55 LPI antagonism: GPR55 antagonists blocking LPI-driven arrestin recruitment, primary screen, imaging, U2OS, beta-arrestin-GFP, LPI agonist (AID 2013). U2OS GPR55 beta-arrestin-GFP translocation imaging, LPI antagonism; higher % means a stronger effect. inhibition, % at 10 µM; hits with a dose series show IC50 in µM. hit rate 0.13% among 290,000;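 active = spots per cell inhibited over 60%, with over 100 cells counted and total cytoplasm intensity under 500,000; inconclusive = wells with under 100 cells, flagged as likely toxic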;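 also: U2OS cells stably carrying GPR55 and arrestin-GFP stimulated by 5 µM LPI near EC80; imaged beta-arrestin-GFP aggregate spots per cell after agonist stimulation; plate controls were LPI-stimulated DMSO wells for no effect and DMSO wells without LPI for full effect; some results filed as inactive read as strong as hits; confirmed hits need IC50 under 10 µM and bright autofluorescent wells are also inconclusive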
GPR55 activation: GPR55 agonists via beta-arrestin recruitment, primary screen, imaging, U2OS cells, beta-arrestin-GFP redistribution (AID 1961); U2OS GPR55 beta-arrestin-GFP redistribution imaging; higher % means a stronger effect; activation, % at 10 µM, or EC50 in µM where a hit was titrated; hit rate 0.048% among 290,000;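 active = activation above 40% with more than 50 cells counted in the well; inconclusive = wells holding fewer than 50 cells, flagged as toxic or sparse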;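 also: U2OS osteosarcoma cells stably expressing GPR55 and beta-arrestin-GFP; plate controls were DMSO negative control for no effect and LPI positive control for full effect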
KOR beta-arrestin-1: kappa opioid receptor activators – cell-based, luminescence, uHTS, primary screen (AID 1777); KOR beta-arrestin recruitment, luminescence; higher % means a stronger effect; activation, % at 10 µM; hits with a dose series show EC50 in µM; hit rate 0.02% among 280,000; in the data active = activation above about 50%, passing the limit was not always enough; also: a part of the inactive calls stands beside numbers as strong as those of hits
T cell HTS: T cell immune modulation candidate. calls only at 7 µM. hit rate 0.068% among 330,000. 2C CD8+ T cell-vesicle binding, flow cytometry; active compounds read low;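 active = response, share of CD8 T cells binding vesicles, and their 90th percentile fluorescence all below set limits, cut at about 80% in these data, passing the limit was not always enough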
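Test system: purified 2C TCR transgenic mouse naive CD8+ T cells. Probe or stimulus: QL9-peptide-loaded Drosophila micro-vesicles bearing Ld, ICAM-1 and B7-1. Incubation: binding step 1.5 h, 37 °C, antibody labelling 20 min, ice. Measured by: flow cytometry of vesicle-bound cells.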
GPR35 arrestin U2OS: GPR35 antagonists blocking zaprinast-driven arrestin recruitment, primary screen, imaging, U2OS, beta-arrestin-GFP, zaprinast agonist (AID 2058) | U2OS GPR35 beta-arrestin-GFP translocation imaging, zaprinast antagonism; higher % means a stronger effect | inhibition, % at 10 µM; hits with a dose series show IC50 in µM | hit rate 0.052% among 290,000;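 active = inhibition of at least 50% with at least 30 cells and total cytoplasm GFP at most 10,000,000; inconclusive = under 30 cells or total GFP of 10,000,000 plus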
KOR beta-arrestin-2: KOR antagonists, beta-arrestin recruitment, cell-based, luminescence, uHTS (AID 1778); KOR beta-arrestin recruitment, luminescence, antagonist mode; higher % means a stronger effect; inhibition, % at 10 µM; hits with a dose series show IC50 in µM; hit rate 0.091% among 290,000; in the data active = inhibition above about 50%; also: strong numbers were not always called active
Salmonella PhoP GFP: PhoP-dependent GFP reporter repression – Salmonella Typhimurium, primary screen (AID 1863). one-dose inhibition, % at 50 µM; IC50 in µM for titrated hits. hit rate 0.16% among 300,000. S. Typhimurium PhoP-regulated promoter GFP reporter, 4 h; higher % means a stronger effect;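 active = inhibition over 29.93%, a cutoff 3 SD above the screen mean, later confirmed by dose response; inconclusive = inhibition over 29.93% but no dose response follow-up; inactive = inhibition at most 29.93% or unconfirmed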;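 also: 0% = low Mg2+ inducing control and 100% = high Mg2+ repressing control; strong numbers were not always called active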
T cell HTS vesicle-bound %: also measured in T cell HTS; calls as there; double positive events, %; measured here: CD8+ vesicle-bound cell fraction;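 binding gate set so that unloaded-vesicle control wells show 10% double positive cells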
NTR1 agonist cell count 20 µM: further read-out of NTR1 agonist, marked with its call; cell count; measured here: cell count, cytotoxicity flag
* hit, by the source's call; i = inactive; ? = inconclusive; / = not tested or not shown; [ ] = dose if it differs, or a comment. The order is random. About 0.62% of those tested had a hit in this group.

Values run as follows: West Nile antiviral	NTR1 agonist	NTR1 agonist cell count 20 µM	GPR55 LPI antagonism	GPR55 activation	KOR beta-arrestin-1	T cell HTS	T cell HTS vesicle-bound %	GPR35 arrestin U2OS	KOR beta-arrestin-2	Salmonella PhoP GFP
O=C(c1ccco1)N1CCN(CC2CC3C=CC2C3)CC1 (stereo unspecified)
→ -0.1%	2.3	49	5.5%	-0.2%	-1.4%	i	28.3	-10.5%	26.8%	1.3%
COc1ccc(C2COC(=O)C2=N)c(NC(=O)c2ccccc2)c1 (stereo unspecified)
→ 0.0%	-1.1	59	13.5%	-0.2%	9.2%	i	38.0	-6.1%	1.9%	8.6%
CC(O)c1cccc(NC(=O)CC(c2ccccc2)c2ccccc2)c1 (stereo unspecified)
→ -1.3%	-0.8	48	86.7%	-0.3%	-1.3%	i	41.2	0.4%	-23.8%	1.1%
Cc1ccc(C)c(NC(=O)CN(C)C(=O)c2cc(S(=O)(=O)N3CCOCC3)ccc2N2CCCC2)c1
→ -0.1%	-0.3	57	12.5%	-0.2%	6.8%	i	55.2	7.5%	-19.3%	-5.0%
Cc1ccc(S(=O)(=O)N2CCCN(S(=O)(=O)C3CCS(=O)(=O)C3)CC2)cc1 (stereo unspecified)
→ -0.6%	0.4	83	-3.7%	0.8%	-3.4%	/	/	1.6%	28.6%	-1.8%
CCC(C)C(NC(=O)C1CCC(C)CC1)C(=O)Nc1ccc(OC)cc1OC (stereo unspecified)
→ -1.1%	4.6	63	9.9%	0.4%	-3.9%	i	51.1	-7.5%	-6.7%	-1.6%
COc1ccc(CNC(=O)C(c2ccco2)N(C(=O)c2ccccn2)c2ccccc2)cc1 (stereo unspecified)
→ -0.1%	0.9	41	5.8%	0.2%	/	i	30.6	18.1%	8.4%[20 µM]	-0.1%
Cc1ccc(N/C(N)=N/c2nc(CSc3ccccn3)cc(=O)[nH]2)c(C)c1
→ -1.5%	2.9	35	8.0%	0.3%	2.2%	i	42.4	2.7%	-28.2%[20 µM]	2.8%
COc1cc(C(=O)Nc2ccc3ccccc3c2)cc(OC)c1OC
→ 2.7%	2.6	81	3.5%	-0.1%	2.3%	i	47.8	1.1%	-113.7%[20 µM]	-4.0%
COc1ccc(/C=C2/CC/C(=C\c3ccc(OC)c(OC)c3OC)C2=O)c(OC)c1OC
→ -1.3%	8.3	60	5.8%	-0.1%	-4.0%	i	46.9	7.6%	14.7%	8.6%
O=C(NCc1ccccn1)Nc1cccc(Cl)c1Cl
→ -0.6%	-0.1	75	-0.1%	-0.1%	4.6%	i	60.0	-8.4%	-31.9%	7.0%
CCOC(=O)c1c(NCc2ccccc2)n[nH]c1C
→ -0.6%	1.1	64	0.0%	-0.5%	1.4%	i	52.3	2.0%	-36.5%	-14.0%
O=C(c1cc(COc2ccccc2)on1)N1CCCC(CN2CCOCC2)C1 (stereo unspecified)
→ -0.1%	0.0	46	7.6%	-0.1%	2.2%	i	32.1	8.7%	-13.8%	-9.7%
COc1ccccc1/C=C(\C#N)C(=O)c1cccn1C
→ -0.1%	0.6	85	-2.4%	0.0%	4.0%	i	56.8	-11.5%	-22.2%	-3.0%
Cc1c(Cl)cccc1NC(=S)NNS(=O)(=O)c1ccc([N+](=O)[O-])cc1
→ -0.4%	-0.7	68	-14.3%	0.0%	-3.2%	i	67.2	15.3%	9.9%	4.4%
CN(C)c1ccc(N2C(=NC(=O)CCc3ccccc3)SC3CS(=O)(=O)CC32)cc1 (stereo unspecified)
→ 0.1%	1.0	49	-31.2%	-0.1%	8.9%	i	25.6	-0.9%	-22.6%	6.5%
COc1ccc(OC)c(CNC(=O)CCCc2cn(C)c3ccccc23)c1
→ /	-1.1	57	-6.0%	-0.2%	5.1%	i	17.7	-9.0%	-24.7%	0.2%
Cn1c(SCC(=O)N2CCOCC2)nnc1-c1ccc(NC(=O)c2ccccc2F)cc1
→ -0.4%	-0.6	52	3.5%	0.2%	0.5%	i	18.9	16.2%	-1.0%	-20.8%
CCN(CCCNC(=O)CN(C)S(=O)(=O)c1cccc2nsnc12)c1cccc(C)c1
→ -0.2%	-0.3	78	-3.5%	-0.1%	1.6%	i	15.8	18.5%	-19.1%	2.0%
CCN(CC)c1ccc(NC(=O)COc2ccc(C)cc2)cc1
→ ?	-0.2	44	-3.6%	-0.2%	12.7%	i	33.2	-3.1%	0.1%	/
Cc1ccc([N+](=O)[O-])cc1S(=O)(=O)NCCc1c(C)[nH]c2ccccc12
→ 0.1%	1.6	56	17.8%	-0.3%	5.9%	i	46.2	-8.0%	13.5%	2.3%
Cc1noc(C)c1COc1ccc(C(=O)OC(C)C(=O)Nc2ccc(S(=O)(=O)N3CCOCC3)cc2)cc1 (stereo unspecified)
→ -0.3%	0.8	45	-7.0%	-0.2%	-2.5%	i	19.6	9.3%	1.5%	10.9%
CCOc1ccc2c(c1)C(NC(C)=O)C(=O)N2CCN1CCOCC1 (stereo unspecified)
→ -0.2%	0.1	96	-2.3%	-0.1%	-0.4%	i	25.2	10.6%	-8.5%	11.2%
COc1ccc(/C=C/C(=O)OCC(=O)Nc2ccc(OC)c(S(=O)(=O)N3CCCCC3)c2)cc1
→ -0.3%	6.0	42	14.1%	0.2%	-1.8%	i	48.0	9.1%	11.3%	20.1%
CCn1c(SCC(=O)Nc2cc(C)on2)nnc1-c1ccc(OC)cc1
→ -0.3%	-0.2	87	5.9%	-0.1%	/	i	38.6	10.4%	1.5%[20 µM]	/
CCOC(=O)c1nnc(-c2ccc(C)cc2)nc1Sc1ccc(Cl)cc1
→ 0.1%	-0.7	53	-3.7%	0.0%	3.0%	i	13.7	-2.1%	-13.3%	-6.4%
COc1cccc(OC)c1C(=O)Nn1c(-c2cccs2)nc2ccccc2c1=O
→ 0.8%	1.0	86	0.9%	-0.2%	-1.4%	i	56.2	-5.8%	-42.9%	5.0%
O=S(=O)(Nc1ccc(-c2nc3cccnc3s2)cc1)c1ccccc1F
→ 0.4%	1.1	62	0.9%	0.2%	2.3%	i	30.0	1.5%	26.0%	8.7%
Cc1nc(S(=O)(=O)c2cccc(Cl)c2)nc2c1CCC2
→ /	1.5	41	19.0%	0.3%	2.3%	i	50.5	1.7%	9.2%	-6.9%
COP(=O)(OC)c1nc(-c2ccc(C)cc2)oc1N1CCCCC1
→ -0.1%	-1.1	92	2.8%	-0.1%	16.4%	i	64.5	-5.4%	34.5%	-4.4%
COc1ccc(-c2cc3nc(C)c(CCC(=O)NCc4ccco4)c(C)n3n2)c(OC)c1
→ 0.3%	-0.9	48	-0.7%	0.3%	7.2%	i	54.4	-5.2%	-17.5%	3.5%
Cc1nn(C(C)(C)C)c(OC(=O)c2ccc(Br)o2)c1Sc1ccccc1
→ -0.1%	4.9	63	-4.1%	0.3%	3.6%	i	43.6	8.7%	-21.2%	-10.0%
Cn1c(NCc2cc(Br)ccc2O)nc2ccccc21
→ -0.8%	4.0	73	5.6%	-0.3%	-3.0%	i	24.8	-6.1%	-31.7%	38.7%
COc1cc(C2CC(=O)c3cnc(N4CCN(Cc5ccccc5)CC4)nc3C2)cc(OC)c1OC (stereo unspecified)
→ 0.6%	3.2	79	-9.8%	-0.1%	-2.9%	i	14.6	-6.3%	-71.6%	17.8%
CC(C)n1c(O)c(N=Nc2ccccn2)c2ccccc21
→ -1.0%	7.0	54	7.1%	0.2%	3.5%	i	29.0	-12.7%	21.1%	-3.2%
COCCNc1nc(C(C)(C)C)nc2c1nnn2Cc1ccccc1Cl
→ /	-2.4	53	3.9%	-0.1%	0.9%	i	40.0	-8.7%	-29.2%	-5.5%
COc1ccccc1/C=C/CN1CCNC(=O)C1CC(=O)NCCc1cnccn1 (stereo unspecified)
→ 0.1%	-0.1	55	15.0%	-0.1%	8.0%	i	15.0	3.5%	-11.9%	1.3%
Cc1cc(C)n(CCC(=O)N/N=C/c2ccc(O)cc2O)n1
→ -0.7%	-1.7	65	12.2%	0.5%	-3.0%	i	56.5	4.0%	22.0%	12.4%
CCn1c(SCC(=O)Nc2nnc(C)s2)nnc1-c1ccncc1
→ 0.5%	3.1	69	13.6%	0.3%	-3.3%	i	31.4	13.3%	27.7%	1.0%
O=C1CCCc2ccccc2N1
→ 0.3%	0.9	75	-1.0%	0.3%	-0.1%	i	60.4	-9.5%	-39.1%	-1.6%
COc1cc(C(c2nnnn2C2CCCC2)N2CCc3ccccc3C2)ccc1O (stereo unspecified)
→ 0.0%	-0.4	64	3.3%	-0.3%	8.5%	i	8.8	7.1%	10.4%	-5.1%
COCCNC(=O)c1cccc2c1-c1ccccc1C2=O
→ -0.1%	-0.1	50	4.0%	-0.1%	0.0%	i	26.4	4.9%	-0.6%	3.7%
Cc1cccc(Cl)c1NC(=O)N1CCCN(c2ncccc2[N+](=O)[O-])CC1
→ -0.5%	-0.3	57	2.1%	-0.2%	-3.0%	i	49.9	3.0%	0.0%	-3.8%
COc1ccc(C(=O)Nc2ccc(S(=O)(=O)N3CCCC3)cc2)c(OC)c1
→ 0.0%	2.7	79	-10.5%	0.7%	-0.7%	i	52.7	3.9%	-3.3%	1.6%
COC(=O)c1[nH]c2cc(OC)ccc2c1NC(=O)CCN1CCN(c2ccccc2)CC1
→ -1.0%	1.0	90	12.5%	0.3%	2.3%	i	32.1	-3.9%	4.0%	13.1%
O=C(CCn1nnc2ccccc21)Nc1nnc(COc2ccc(F)cc2)s1
→ 0.1%	4.6	90	16.2%	-0.2%	6.7%	i	38.7	11.9%	-7.4%	-7.0%
NC(=S)N(c1ccccc1)c1ccccc1
→ 0.6%	0.1	67	9.5%	-0.1%	/	i	41.1	-0.9%	-2.4%[20 µM]	-3.9%
CC(=O)Nc1nc(C(=O)Nc2c(C)n[nH]c2C)cs1
→ 0.0%	-0.9	51	4.3%	-0.2%	-6.0%	i	33.5	22.2%	-5.2%	-3.8%
Cc1nn(CCC(=O)O)c(C)c1C
→ 0.5%	0.4	44	-11.9%	0.3%	-0.3%	/	/	9.7%	-7.0%	7.1%
CSc1ccccc1NC(=O)CN(C)Cc1cc(=O)n2ccsc2n1
→ 1.1%	2.3	68	8.9%	-0.3%	-2.8%	i	15.3	-4.3%	23.8%	1.1%
